Pf apPOL inh: Pf-apPOL DNA polymerase inhibition | Recombinant Pf-apPOL, molecular beacon fluorescence, 1.5 h | inhibition, % at 10 µM | 210,000 tested, 0.25% active | AID 1794808
mHTT-CaM PPI inh: mHTT-calmodulin interaction abrogation | P42858 | AlphaScreen His-mHTT/GST-CaM binding, luminescence | inhibition, % at 15 µM | 190,000 tested, 3.6% active;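 note: 0% = both proteins with DMSO and 100% = one protein alone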
* = called active by the depositor; / = not tested or not shown; & = joins results of further samples. Cut-off read from the data, not from the text of the source: active = inhibition above about 50%; inactive = the rest.

SMILES | Pf apPOL inh | mHTT-CaM PPI inh
O=C(CN1CCN(C(=O)Nc2ccc(Cl)cc2)CC1=O)NCc1ccccn1 | -2 | -6
C=CCSc1nc2[nH]c(=O)cc(O)c2s1 | / | -5
O=[N+]([O-])c1cc([N+](=O)[O-])c2cccnc2c1Nc1ccc(F)cc1 | -3 | 27
O=C(Cc1ccc(F)cc1)Nc1onc2c1CCCC2 | -13 | -8
O=C(c1ccccc1SCc1ccccc1)N1CCOCC1 | -4 | -6
Cn1nc(C(=O)NCc2ccccc2)c2c1CCN(C(=O)c1ccc(Br)o1)C2 | -4 | 16
O=C(CCC1NC(=O)c2ccccc2NC1=O)Nc1ccc(F)c(Cl)c1 (centres undefined) | -6 | -10
Cn1c(SCc2ccc(Cl)cc2)nc(C(C)(C)C)cc1=O | -3 | -14
CC1C(=O)N(c2cccc3ccccc23)CCN1C(=O)c1cccs1 (centres undefined) | 2 | 13
COCCNS(=O)(=O)c1cc(Br)cc2c1N(C(C)=O)CC2 | -1 | 5
COCc1noc(C2CCCCN2C(=O)Cc2cccs2)n1 (centres undefined) | 4 | 8
CCN(CC)CCCNC(=O)C1CC(c2ccccc2OC)=NO1 (centres undefined) | -8 | -3
COc1cc(/C=C(\C#N)c2nc3ncc(Br)cc3[nH]2)ccc1O | -7 | 55*
N#CCSc1nc2[nH]ncc2c(=O)n1-c1cccc(C(F)(F)F)c1 | -2 | 2
CCCc1[nH]nc2c1C(c1ccc(OC(C)C)c(OC)c1)C(C#N)=C(N)O2 (centres undefined) | -3 | 3
COc1ccccc1C(=O)Nc1nc2nccc(-c3ccccc3)n2n1 | 0 | -1
Cc1ccc(-c2nocc2CCC(=O)NC(C)c2ccc(F)cc2)cc1 (centres undefined) | -2 | -14
CCN(CC)CCn1c(N)nc2ccccc21 | 1 | -8
Cc1nnc(-c2cccn2CC(=O)Nc2ccc(F)c(Cl)c2)o1 | -2 | -8
CSc1ccccc1NC(=O)C(=O)NCC(C)(O)C1CC1 (centres undefined) | -2 | -12
CCNS(=O)(=O)c1ccc(-c2oc3cc(S(=O)(=O)NCC)ccc3c2Cl)cc1 | -4 | /
O=C(NC(c1ccccc1)c1ccccc1)c1ccc(S(=O)(=O)NCc2ccco2)o1 | 2 | -5
CCn1c(C2CCN(C(=O)C3(c4ccccc4)CC3)C2)nc2cccnc21 (centres undefined) | -1 | 1
CCn1c(SCC(=O)Nc2ccc(OC)cc2)nc(O)cc1=O | -11 | 2
COc1ccc(NC(=S)NN=c2cc(C)c3cc4c(cc3o2)OC2(CCCCC2)CC4)c(OC)c1 | -1 | 42
Cn1ccc2c(cc(C(=O)NCc3ccc(F)c(Cl)c3)n2C)c1=O | 1 | -5
CCOC(=O)C(C#N)=CNc1ccn(C)n1 | -10 | /
CC(=NNC(N)=S)c1cc2cc(Cl)ccc2o1 | -4&-7 | /
CC(=O)c1cccc(NS(=O)(=O)CCOc2ccc(F)cc2)c1 | 5 | -13
Nc1ccc(Cl)c(-c2nc3cc(Cl)ccc3o2)c1 | -5 | -2&-14
O=C(Nc1cccc(F)c1)N1CCCC1c1ccc(Cl)cc1 (centres undefined) | -1 | -17
COc1ccc(-c2nc3ccccc3c(=O)n2N)cc1 | 8 | -5
CC1(C(=O)NCc2ccc(F)cc2)CCCN(C(=O)c2ccccc2)C1 (centres undefined) | 6 | -3
Cc1oc(C2CCN(C(=O)c3cccs3)CC2)nc1C(=O)N1CCOCC1 | -1 | 4
O=C(c1ccsc1)N1CCC(c2nc(C3CC3)n[nH]2)CC1 | 0 | -11
CCc1nc(-c2cccnc2N2CCCC(C(=O)NCC(C)C)C2)no1 (centres undefined) | -5 | 6
CCC(=O)N1CCc2sc(S(=O)(=O)Nc3ccc(F)cc3)cc2C1 | -6 | 51*
Cc1cc(C)c(NC(=O)Cn2nc3c(cc2=O)CC(C)CC3)c(C)c1 (centres undefined) | 2 | -2
O=C(NNC(=O)c1snnc1-c1ccccc1)c1ccco1 | 8 | /
CCOc1ccc(N2C(=O)CC(NCCc3ccc(OC)c(OC)c3)C2=O)cc1 (centres undefined) | -2 | -4

Some of the entries so far, with two lines to a compound:
Under each structure – Pf apPOL inh | mHTT-CaM PPI inh
> CC(=NNC(N)=S)c1cc2cc(Cl)ccc2o1
 : -4&-7 | /
> CC(=O)c1cccc(NS(=O)(=O)CCOc2ccc(F)cc2)c1
 : 5 | -13

Carrying on.
SMILES | Pf apPOL inh | mHTT-CaM PPI inh
O=C(NC1CC1)c1cnn2c(-c3ccccn3)ccnc12 | -2 | 0
Cc1cc(=O)[nH]c(SCC(C)C)n1 | -2 | -7
COc1ccc(C(=O)Nc2nc(C)c(C)s2)c(OC)c1 | -3 | 13
CCCC(=O)Nc1nnc(C2CC(=O)N(c3ccc(Cl)cc3)C2)o1 (centres undefined) | -4 | 10
CCCCC(=O)Nc1ccc(NC(=O)C(C)C)cc1 | -2 | -6
CCN1CCN(C(=O)c2ccc(-c3nc4ccccc4n(CC(C)C)c3=O)cc2)CC1 | -1 | 20
Cc1cccc(NC(=O)CCN2C(=O)C3C4C=CC(CC4)C3C2=O)c1C (centres undefined) | 1 | -1
Cc1cc(Nc2ccccc2Cl)n2nnnc2n1 | -5 | 5
Cc1ccc(N2CCCS2(=O)=O)cc1NC(=O)C(=O)NCc1cccs1 | -3 | 6
Cc1cc(OCC(=O)N(C)C2CCCCC2)ccc1Cl | -2&-2 | 4&-12
CCC1CN2CCc3cc(OC)c(OC)cc3C2CC1CC1NCCc2cc(OC)c(OC)cc21 (centres undefined) | -6 | /
O=C(Cc1nc(-c2ccccn2)n[nH]1)NC1CC1 | -12 | 100*
COc1cc(OC)nc(NC(=O)CSc2nc3ccccc3o2)n1 | -5 | 6
O=C(O)c1cccc(N=Cc2cc(Cl)cc([N+](=O)[O-])c2O)c1 | 2 | 9
O=C1NN(c2cccc(C(F)(F)F)c2)C(=O)/C1=C/c1ccc([N+](=O)[O-])o1 | -1 | 98*
CC(O)(CNC(=O)C1CCCC1)c1ccccc1 (centres undefined) | -7 | -1
O=C(Nc1ccc2snnc2c1)N1CCCC1 | -2 | 1
O=C(O)c1ccc(-c2ccccc2C(F)(F)F)s1 | -6 | -4
Cn1cc(-c2ccncc2)cc1C(=O)NCc1ccc(Br)cc1 | -7 | 37
CCOCCCNC(=O)c1csc2c1CCCCC2 | -5 | -8
COc1cccc(N2CC(=O)Nc3c(sc4nc(C)cc(C)c34)C2=O)c1 | -1 | /
Cc1nn(-c2ccccc2)c2sc(C(=O)Nc3ccc(F)c(Cl)c3)cc12 | 10 | -9
CCCCOc1ccccc1NC(=O)c1cncc(Br)c1 | 3 | -17
CCOc1cc(/C=C2\C(=O)NN(c3ccc(F)cc3)C2=O)ccc1OC(C)C | 1 | 3
COc1ccc(CNC(=O)c2cn3cccc(C)c3n2)cc1 | 1 | -6
O=c1oc2ccc(Cl)cc2nc1C=C(O)c1cccs1 | -4 | 13
CCOC(=O)CCC(=O)NCC1CCC(c2nc3ccccc3[nH]2)CC1 (centres undefined) | -7 | -11
CCOC(=O)c1sc(-c2csc(C)n2)nc1C | -1 | /
O=c1[nH]cnc2c1ncn2[C@H]1C[C@H](O)[C@@H](CO)O1 | / | -3
CC(C)c1ccc(S(=O)(=O)N=C2C=C(Br)C(=O)c3ccccc32)cc1 | -3 | 40
CCOC(=O)N1CCN(CC(O)COCCOc2ccccc2Br)CC1 (centres undefined) | -3 | 3
C=CCn1c(SCC(=O)Nc2ccccc2C(F)(F)F)nnc1-c1cccnc1 | -2 | -4
Cc1ccccc1CS(=O)(=O)Cc1ccc(C(=O)NCCCN2CCOCC2)o1 | -6 | -6
C=CCCC(=O)N1CCC2(CC1)OCCS2 | -4 | -23
CC(=O)NCCc1csc(C2CCN(C(=O)c3ccc4ccccc4n3)CC2)n1 | 0 | 27
Cc1nc(S(=O)(=O)NCc2ccccc2Cl)c(C#N)c(C)c1Cl | -2 | -10
O=c1c2c([nH]n1-c1ccccc1)CCSC2 | 12 | /
COc1ccc(NC(=O)c2nnn(-c3ccc(C)c(F)c3)c2C)cc1Cl | -1 | -5
O=C(CC1CCN(C(=O)c2ccccc2)CC1)NCc1ccccc1 | -6 | -6
CSc1ccc(C2C(C#N)=C(N)Oc3cc(N)ccc32)cc1 (centres undefined) | -4 | 23
NS(=O)(=O)c1ccc(CNC(=O)Cn2cnc(-c3cccs3)cc2=O)cc1 | -5 | 31
O=C1CCC([N+](=O)[O-])C(c2cc(Br)ccc2F)N1 (centres undefined) | -1 | -5
COc1ccccc1NC(=O)N1CCN(C)c2ccccc21 | 0 | 61*
CCn1ccnc(NC2CC2)c1=O | -3 | -2
O=C(Sc1ccc(C(F)(F)F)cn1)c1cncc(C#Cc2ccccc2)c1 | -5 | /
COc1ccccc1Nc1nc(-c2c(C)nc3sccn23)cs1 | -4 | 80*
O=C(NCc1ccccn1)c1cnn(-c2ccccc2)c1C(F)(F)F | -2 | -1
Cc1ccc(CNS(=O)(=O)c2cc3n(c2)CCCNC3=O)cc1 | 5 | -3
Cc1nc(C)nc(NC(=O)NC(=O)c2cc(OCC(F)(F)F)ccc2OCC(F)(F)F)n1 | -5 | /
COc1cc(NC(=O)c2c(F)cccc2F)nc(OC)n1 | 3 | -2
CC(C)(C)C1=NC(=Cc2ccccc2)C(=O)O1 | -4 | 2
O=C(Cn1ccc2sccc2c1=O)NCc1ccccc1F | 2 | -6
O=C(NC1(c2nc(-c3ccncc3)no2)CCCCC1)c1ccccc1F | 0 | 5
Cc1c(N=Cc2ccc(Br)o2)c(=O)n(-c2ccccc2)n1C | -3 | -4
CCOc1ccc(C2CC(c3ccc(F)cc3)Nc3nc(N)nn32)cc1 (centres undefined) | -2 | 3
O=C1NCN(c2ccccc2)C12CCN(CCCC(c1ccc(F)cc1)c1ccc(F)cc1)CC2 | 5 | /
O=C(NCc1cccc(Cl)c1)C1CCN(c2nc3cccnc3s2)CC1 | -3 | 2
O=C(/C=C/c1ccc2c(c1)OCO2)Nc1ccc2c(c1)OCO2 | -7 | 13
COc1ccc(OC)c(C(=O)CC2c3c(cc4c(c3OC)OCO4)CCN2C)c1 (centres undefined) | -9 | -2
O=C(Nc1ccccc1F)c1ccc(Cl)c(Cl)c1 | -1 | -8
Continued.
SMILES | Pf apPOL inh | mHTT-CaM PPI inh
Cc1nc2ccccc2nc1N1CCN(C(=O)C(C)Cl)CC1 (centres undefined) | -4 | 1
COc1ccccc1C(=O)Nc1c2c(nn1-c1ccc(F)cc1)CS(=O)C2 (centres undefined) | -2 | -2
COc1ccc(-c2c(C)c3c(C)cc(OC(C)=O)cc3oc2=O)cc1 | -7 | -4
N#Cc1c(=N)nc2oc3ccccc3c3cc(-c4ccccc4)[nH]c1c23 | -2 | -11
O=C(CC1CCCCN1S(=O)(=O)c1cccs1)Nc1ccc(F)c(F)c1 (centres undefined) | -2 | -24
O=S(=O)(Oc1cc(Cl)cc(Cl)c1)c1ccc(-c2ccccn2)s1 | 6 | /
COc1cc(C=O)ccc1OCCCOc1cccc(C)c1C | -3 | -20
O=C(NC1CC1)C1CCCN(C(=O)c2ccccc2F)C1 (centres undefined) | 0 | -7
Cc1ccc(Cl)cc1NS(=O)(=O)c1ccc2[nH]c(=O)c(=O)[nH]c2c1 | -9 | 5
Cc1ccc(-n2nc(C)c3sc(N4CCCC(C(=O)NC5CCCC5)C4)nc32)cc1 (centres undefined) | -7 | 2
COCCN1CCC(N2CCCN(S(=O)(=O)c3ccc(OC)c(Cl)c3)CC2)C1=O (centres undefined) | -5 | 11
Cc1nc2cc(-c3noc(-c4cncc(Br)c4)n3)ccc2o1 | -2 | -2
Nc1nc(Cl)cc(Oc2ccc([N+](=O)[O-])cc2)n1 | -8 | 25
CC1CCN(CCNC(=O)C2CCCN(c3ncnc4c3nc3n4CCCCC3)C2)CC1 (centres undefined) | -2 | 4
CCOc1ccc(C(=O)Nc2ccccc2C(C)C)cc1[N+](=O)[O-] | -7 | 1
COc1cccc(C2NC(CC(C)C)(C(=O)O)C3C(=O)N(Cc4ccccc4)C(=O)C23)c1O (centres undefined) | -6 | 14
Cc1cccc(Nc2nc(CC(=O)O)cs2)c1 | -7 | 11
Cc1ccnc(OCC(=O)Nc2cc(C(F)(F)F)ccc2Cl)n1 | 1 | -6
CCOC(=O)c1ccc(NC(=O)C2CCCN(C(=O)c3ccccc3F)C2)cc1 (centres undefined) | -17 | 33
CC(C)(C)OC(=O)NCCNC(=S)NCc1ccccc1 | -16 | /
OC(CN1CCOCC1)Cn1c2ccccc2c2ccccc21 (centres undefined) | 4 | 3
Cc1cccc(OCc2nc(-c3cccc([N+](=O)[O-])c3)no2)c1C | -4 | -2
Cc1noc(C)c1S(=O)(=O)N1CCCC(C)(C(=O)NCc2ccccc2)C1 (centres undefined) | -2 | 3
CCCc1cc(C(=O)N2CCCC2c2c(C)noc2C)no1 (centres undefined) | 3 | -4
COc1cccc(C2=N/C(=C\c3ccccc3OC)C(=O)N2c2ccc(C)cc2)c1 | 4 | -39

Molecules shown so far that have a thiophene ring, fused or not (15):
SMILES | Pf apPOL inh | mHTT-CaM PPI inh
CC1C(=O)N(c2cccc3ccccc23)CCN1C(=O)c1cccs1 (centres undefined) | 2 | 13
COCc1noc(C2CCCCN2C(=O)Cc2cccs2)n1 (centres undefined) | 4 | 8
Cc1oc(C2CCN(C(=O)c3cccs3)CC2)nc1C(=O)N1CCOCC1 | -1 | 4
O=C(c1ccsc1)N1CCC(c2nc(C3CC3)n[nH]2)CC1 | 0 | -11
CCC(=O)N1CCc2sc(S(=O)(=O)Nc3ccc(F)cc3)cc2C1 | -6 | 51*
Cc1ccc(N2CCCS2(=O)=O)cc1NC(=O)C(=O)NCc1cccs1 | -3 | 6
O=C(O)c1ccc(-c2ccccc2C(F)(F)F)s1 | -6 | -4
CCOCCCNC(=O)c1csc2c1CCCCC2 | -5 | -8
COc1cccc(N2CC(=O)Nc3c(sc4nc(C)cc(C)c34)C2=O)c1 | -1 | /
Cc1nn(-c2ccccc2)c2sc(C(=O)Nc3ccc(F)c(Cl)c3)cc12 | 10 | -9
O=c1oc2ccc(Cl)cc2nc1C=C(O)c1cccs1 | -4 | 13
NS(=O)(=O)c1ccc(CNC(=O)Cn2cnc(-c3cccs3)cc2=O)cc1 | -5 | 31
O=C(Cn1ccc2sccc2c1=O)NCc1ccccc1F | 2 | -6
O=C(CC1CCCCN1S(=O)(=O)c1cccs1)Nc1ccc(F)c(F)c1 (centres undefined) | -2 | -24
O=S(=O)(Oc1cc(Cl)cc(Cl)c1)c1ccc(-c2ccccn2)s1 | 6 | /

Source: PubChem BioAssay
